Screens from PubChem BioAssay.
MEKK2mut PB1 HTS: MEK5 binding signal on mutant MEKK2 PB1, primary screen, biochemical, multiplex bead flow cytometry, Alexa488-MEK5; 290,000 compounds, 0.35% hits; percent response, % at 10 µM; Alexa488-MEK5 binding to MEKK2 mutant; AID 1530, 2009; in the data active means percent response above about 24%, passing the limit was not always enough; further: inactives centre near 1; some results filed as inactive read as strong as hits; reference of the scale not given here
CRFR2-BP antag: antagonists of CRF-BP/CRF-R2 complex, primary screen, cell-based, HEK293, calcium dye fluorescence, uHTS; CRF-induced calcium fluorescence; inhibition, % at 11.8 µM; 350,000 compounds, 0.59% hits; AID 588475, 2011;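 active means inhibition of the ligand-induced calcium signal above about 50% at the single tested concentration, limit read from the data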
GalR3 antag: GalR3 antagonists in HEK293 cells, primary screen, cell-based, fluorescence readout; Galanin receptor type 3 (Homo sapiens), O60755; HEK293 GalR3-CNG cAMP membrane potential fluorescence; galR3 body fused to GalR1 C-terminus; inhibition, % at 3 µM; 360,000 compounds, 0.44% hits; AID 651719, 2012;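 active means inhibition above the screen-wide average plus 3 SD, cut at about 13% in these data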;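 further: forskolin and galanin both at EC90 stimulate the cells; cAMP rise reported by CNG channel membrane potential dye signal; 0% = forskolin plus galanin with DMSO and 100% = forskolin alone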
Target sequence (O60755 1-299 limits assumed): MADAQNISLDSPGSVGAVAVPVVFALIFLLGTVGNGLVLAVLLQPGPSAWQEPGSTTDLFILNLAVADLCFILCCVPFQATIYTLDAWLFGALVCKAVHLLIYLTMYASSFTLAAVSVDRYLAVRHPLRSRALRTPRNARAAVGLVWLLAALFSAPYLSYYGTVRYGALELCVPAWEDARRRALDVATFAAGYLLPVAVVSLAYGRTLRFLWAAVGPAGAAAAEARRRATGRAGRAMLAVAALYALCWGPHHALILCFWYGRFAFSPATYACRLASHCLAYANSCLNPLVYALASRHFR
MEKK2wt PB1 HTS: modulators of MEK5 binding to wildtype MEKK2, primary screen, biochemical, multiplex bead flow cytometry, Alexa488-MEK5; Mitogen-activated protein kinase kinase kinase 2 (Homo sapiens), Q9Y2U5; Alexa488-MEK5 binding to MEKK2 WT; actives lie on both sides; binding response (% of control), % at 10 µM; 290,000 compounds, 1.1% hits; in the data active means binding response below about 67% or above about 130%; inconclusive means no clear call, values can overlap the other calls; inactive means in between
DNA FID counter: compounds displacing fluorescent DNA intercalator, primary screen, artefact control for HCV NS3 helicase inhibitor project, biochemical, FID fluorescence. DNA fluorescent intercalator displacement. inhibition, % at 7.9 µM. 290,000 compounds, 0.17% hits. AID 1845, 2009; in the data active means inhibition above about 37%;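 further: 0% = vehicle and 100% = reference compound; higher means more ethidium bromide displaced from hairpin DNA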
NS3 helicase inh: inhibitors of HCV NS3 helicase, primary screen, biochemical, Cy5 molecular beacon fluorescence; NS3 helicase DNA unwinding; inhibition, % at 10.9 µM; 290,000 compounds, 0.56% hits; AID 1800, 2009;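 active means inhibition above the mean of all tested compounds plus 3 SD, set per campaign, cut at about 35% in these data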;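 further: 0% = DMSO wells and 100% = thioflavine S control wells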
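Assay system – hepatitis C virus NS3 helicase domain fragment enzyme · Buffer or medium – MOPS pH 6.5, MgCl2, DTT, Tween20, BSA · Reagent – Cy5/quencher beacon DNA duplex and ATP to start · Compound – single 10.9 µM dose · Timing – 1 h at 25 °C · Technique – Cy5 beacon fluorescence read at start and 1 h · Measure – % inhibition of unwinding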
CRFBP-R2 agonist: agonists of CRF-BP/CRF-R2 complex, primary screen, cell-based, HEK293, calcium dye fluorescence, uHTS; CRF-binding protein / CRF receptor 2 complex (human); calcium dye fluorescence (FLIPR); percent of saturating CRF peptide response; activation, % at 13.2 µM; 350,000 compounds, 0.46% hits;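 active means activation of at least 50%, plus an integration ratio under a set limit after plate pattern correction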;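 further: plate controls were neutral control wells without compound for no effect and CRF at EC100 for full effect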
MEKK3 PB1 HTS: modulators of MEKK3-MEK5 PB1 binding, primary screen, biochemical, wildtype MEKK3, multiplex bead flow cytometry, Alexa488-MEK5 | binding response (% of control), % at 10 µM | 290,000 compounds, 1.4% hits | bead-based flow cytometry, Alexa488-MEK5 binding to MEKK3; actives lie on both sides; 0 = blocked by unlabeled MEK5, 100 = vehicle | AID 1529, 2009 | Mitogen-activated protein kinase kinase kinase 3 (Homo sapiens), Q99759;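 active means binding response more than 3 SD above or below the average of its plate-row segment, actives on both sides; inconclusive means wells at one plate position flagged as instrument error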;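 further: Alexa488 bead fluorescence after subtracting the streptavidin-only scavenger bead signal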
Target sequence (Q99759 whole entry, looked up): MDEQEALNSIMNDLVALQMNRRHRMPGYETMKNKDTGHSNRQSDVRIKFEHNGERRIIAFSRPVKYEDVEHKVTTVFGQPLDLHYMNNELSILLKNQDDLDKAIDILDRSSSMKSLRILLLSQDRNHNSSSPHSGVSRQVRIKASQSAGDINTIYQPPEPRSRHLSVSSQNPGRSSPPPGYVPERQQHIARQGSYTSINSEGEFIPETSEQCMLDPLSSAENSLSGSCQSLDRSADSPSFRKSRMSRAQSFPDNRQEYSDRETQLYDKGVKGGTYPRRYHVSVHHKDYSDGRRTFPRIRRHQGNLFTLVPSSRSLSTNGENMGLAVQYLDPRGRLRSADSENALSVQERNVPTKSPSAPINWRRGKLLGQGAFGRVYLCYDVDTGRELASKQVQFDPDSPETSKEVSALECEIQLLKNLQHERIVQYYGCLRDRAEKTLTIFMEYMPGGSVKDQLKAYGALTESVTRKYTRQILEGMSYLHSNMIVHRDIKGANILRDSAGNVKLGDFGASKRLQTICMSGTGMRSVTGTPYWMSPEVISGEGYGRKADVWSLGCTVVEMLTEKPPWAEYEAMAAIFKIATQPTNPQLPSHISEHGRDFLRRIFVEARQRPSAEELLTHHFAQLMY
UBC9 SUMO inh: inhibitors of in vitro SUMOylation cascade, primary screen, biochemical, HTRF, uHTS. 290,000 compounds, 0.36% hits. AID 2006, 2009. HTRF SUMOylation assay, SAE1/SAE2 + UBC9. inhibition, % at 35 µM. SUMO-conjugating enzyme UBC9 (Homo sapiens), P63279; in the data active means inhibition above about 50%, passing the limit was not always enough; inconclusive means no clear call, values can overlap the other calls; further: strong numbers were not always called active
Target sequence (P63279 whole entry, looked up): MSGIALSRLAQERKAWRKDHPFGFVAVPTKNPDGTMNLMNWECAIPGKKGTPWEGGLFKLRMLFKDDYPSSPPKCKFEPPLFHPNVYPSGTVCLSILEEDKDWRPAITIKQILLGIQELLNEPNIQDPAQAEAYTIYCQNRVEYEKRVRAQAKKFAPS
Starred values were filed as active, the others as inactive; ? = inconclusive; / = not tested or not shown.

SMILES	MEKK2mut PB1 HTS	CRFR2-BP antag	GalR3 antag	MEKK2wt PB1 HTS	DNA FID counter	NS3 helicase inh	CRFBP-R2 agonist	MEKK3 PB1 HTS	UBC9 SUMO inh
Cc1ccc(C(=O)CSc2n[nH]c(C)n2)cc1	2	-2	-5	96	1	3	1.6	97	10
CCc1cccc(C)c1Nc1nc2ccccc2n2cnnc12	4	-24	-11	107	-14	4	22	103	-4
Cc1cc(-c2sccc2C)nc(-n2cccc2)n1	-7	17	4	100	-5	6	1.0	98	30
Cc1cc(NC(=O)CC2Oc3ccccc3NC2=O)ccc1Br (centres undefined)	2	-18	-10	101	-12	-14	-0.1	104	3
CCOC(=O)C1CCN(CC(=O)Nc2c(C(=O)OC)n(C)c3cccc(C)c23)CC1	11	3	-1	107	-10	-9	-2.1	107	5
COc1ccc(NC(=O)CC2C(=O)N(Cc3ccccc3)C(=S)N2CCN2CCOCC2)cc1 (centres undefined)	0	-10	-5	98	-7	-17	-0.9	94	1
COc1ccc(S(=O)(=O)N(NC2=NS(=O)(=O)c3ccccc32)C(=O)C(C)C)cc1	-1	-12	-5	112	-38	-12	5.4	117	3
COc1ccc(N2CCN(c3ncnc4scc(-c5ccc(C)cc5)c34)CC2)cc1	0	-8	-10	96	-32	-21	0.9	100	-3
Cc1cc(OCC(=O)NC(Cc2ccc(Cl)cc2)C(=O)O)c2c(C)cc(=O)oc2c1 (centres undefined)	5	7	-4	105	-14	5	-1.6	105	18
COC(=O)c1ccc(-n2cncn2)c([N+](=O)[O-])c1	-9	4	0	104	2	-2	-0.7	100	2
CCOC(=O)c1c(NC(=O)CSc2nnc(-c3ccc(C)cc3)o2)sc(C(C)=O)c1C	3	0	-2	97	-1	2	-3.0	104	-6
Cc1cc(N2CCN(C)CC2)nc2ccc(NC(=S)N3CCN(c4cccc(Cl)c4)CC3)cc12	-3	13	-6	110	-4	-38	0.7	107	11
CCOC(=O)N1CCN(C(=O)CNC(=O)c2ccc(Cl)cc2)CC1	-5	-14	-1	65	-11	11	0.2	58	-4
O=C(O)CCC(=O)Nc1ccc(Br)cc1C(=O)c1ccc(Cl)cc1	16	15	-1	104	-27	5	0.1	109	4
Cc1ccccc1OCC(=O)N1N=C(c2cccnc2)CC1(O)C(F)(F)F (centres undefined)	3	-3	-2	102	-28	1	-1.5	106	0
Cc1snc(SCc2ccc(F)cc2)c1C#N	-1	-19	-8	104	-4	24	1.3	101	-9
CC(C)(C)NC(=O)CN(C(=O)CNC(=O)c1cccs1)c1ccc2c(c1)OCCO2	-32	0	-2	?	-5	1	-0.2	?	-12
COc1ccccc1CC(=O)N1CCN(c2ccccc2F)CC1	3	21	-6	102	-21	-9	-2.1	103	2
O=C(Nc1cccc(O)c1)c1cnn2cccnc12	2	19	-4	101	-6	3	-0.5	101	17
O=C(CSc1nnc(NC2CCCCC2)s1)NN1C(=O)NC2(CCCCC2)C1=O	2	10	-3	101	-19	15	-1.4	102	18
O=C1CSC(=Nc2ccc(Cl)cc2)N1Cc1ccco1	-6	11	-2	93	-16	-4	-1.2	97	-1
O=C(Cn1ncc2c3ccccc3n(Cc3ccccc3)c2c1=O)N1CCN(c2ncccn2)CC1	-2	-10	/	95	-27	-3	0.1	101	5
COC(=O)Cc1[nH]c(=S)[nH]c1C(=O)OC	-11	0	1	97	-5	-5	-0.4	91	16
COc1ccc(C(CC(=O)O)NC(=O)OC(C)(C)C)cc1 (centres undefined)	3	-11	-2	97	0	4	1.7	86	0
Cc1ccc(C)c(NC(=O)c2cc(-c3cccnc3)nc3ccccc23)c1	1	-2	-2	101	0	-5	-1.0	96	27
O=C(CNc1c(Br)cc(Br)cc1Br)NN=C1CCCCC1	2	/	/	110	-7	-5	/	124	-30
CC(C)(C)NC(=O)CSc1nnc(-c2ccccn2)n1Cc1ccccc1	1	5	2	104	-33	-4	-0.6	109	6
Cc1cc(/C(O)=C2\C(=O)C(=O)N(CCN(C)C)C2c2ccncc2)ccc1OCc1ccccc1 (centres undefined)	19	11	1	111	-12	15	-1.6	100	8
Cc1cc(C)c2c(N)c(C(=O)Nc3ccc(F)cc3)sc2n1	-1	-12	-8	102	-1	-7	-5.8	101	8
CCCC(C)NC(=O)COC(=O)c1cccc(NS(C)(=O)=O)c1 (centres undefined)	-29	15	7	80	-6	6	6.5	75	4
N#Cc1ccc(Cl)cc1NC(=O)COC(=O)c1ccc2c(c1)OCCO2	7	-11	2	105	-6	7	6.0	101	16
Cc1ccccc1-n1c(O)c(/C=N/N2CCCCC2c2cccnc2)c(=O)[nH]c1=O (centres undefined)	0	-8	-5	105	-10	2	0.2	173*	2
Cc1onc(-c2c(Cl)cccc2Cl)c1C(=O)N1CCN(c2ccccc2)CC1	2	7	0	107	-3	7	-0.3	104	-15
O=S(=O)(c1ccc(Cl)c(C(F)(F)F)c1)N1CCN(CC(O)COCC2CCCO2)CC1 (centres undefined)	-3	4	-2	94	-10	-7	-1.5	89	3
O=C(CCCc1ccccc1)NCc1ccccc1Cl	2	10	-11	94	-9	-15	-0.5	97	11
O=C(c1cc2ccccc2oc1=O)N(Cc1ccco1)CC1CCCO1 (centres undefined)	-4	3	-5	93	-5	1	-1.5	97	-1
COc1cccc(-c2nc(CS(=O)CC(=O)NC3CCCC3)c(C)o2)c1 (centres undefined)	9	0	/	108	-20	-1	2.2	104	25
O=C(O)c1ccccc1C(=O)NNC(=O)C(c1ccccc1)c1ccccc1	3	-4	-2	101	-21	-14	-0.8	99	4
O=C(Nc1ccc(C(=O)N2CCCCC2)cc1)c1cccs1	1	11	-8	102	-19	6	-0.1	100	5
Cn1cc(SCC(=O)NCCc2ccccc2)c2ccccc21	-9	22	-8	84	-29	-15	-0.7	82	-7
CCOC(=O)c1c(-c2ccc(OC)cc2)csc1NC(=O)CNCc1ccco1	1	78*	/	105	4	-4	2.6	102	-16
Cc1nc2c3ccccc3nc(NNC(=O)CCC(=O)NC(C)C)n2n1	-1	4	3	101	-3	6	-1.6	103	-8
CCOC(=O)C1CCCN(C(=O)c2cnn3c(C(F)(F)F)cc(-c4ccccc4)nc23)C1 (centres undefined)	0	-2	-7	98	-28	-6	-2.1	100	14
COc1ccc2cc(C3(C)NC(=O)NC3=O)ccc2c1 (centres undefined)	4	22	0	107	-7	-1	0.1	86	15
O=C(c1cc2ccccc2oc1=O)N1CCN(c2ncccn2)CC1	-6	14	/	97	-3	6	-0.4	97	10
C=CCOC(=O)C1=C(C)NC(=O)NC1/C=C/c1ccccc1 (centres undefined)	4	-3	-3	99	-12	-4	-1.0	102	4
COc1cccc(NC(=O)NC2CCN(Cc3nnnn3Cc3ccc4c(c3)OCO4)CC2)c1	-22	-20	-5	78	-33	3	0.4	84	8
Cn1c(=O)c2c(ncn2CC(COCc2ccc(Cl)cc2)OCc2ccc(Cl)cc2)n(C)c1=O (centres undefined)	6	-13	-4	104	-16	-10	0.3	105	8

Another view of 5 compounds above.
Structure,MEKK2mut PB1 HTS,CRFR2-BP antag,GalR3 antag,MEKK2wt PB1 HTS,DNA FID counter,NS3 helicase inh,CRFBP-R2 agonist,MEKK3 PB1 HTS,UBC9 SUMO inh
O=C(Nc1ccc(C(=O)N2CCCCC2)cc1)c1cccs1,1,11,-8,102,-19,6,-0.1,100,5
Cc1nc2c3ccccc3nc(NNC(=O)CCC(=O)NC(C)C)n2n1,-1,4,3,101,-3,6,-1.6,103,-8
Cn1cc(SCC(=O)NCCc2ccccc2)c2ccccc21,-9,22,-8,84,-29,-15,-0.7,82,-7
CCOC(=O)C1CCCN(C(=O)c2cnn3c(C(F)(F)F)cc(-c4ccccc4)nc23)C1 (centres undefined),0,-2,-7,98,-28,-6,-2.1,100,14
COc1cccc(-c2nc(CS(=O)CC(=O)NC3CCCC3)c(C)o2)c1 (centres undefined),9,0,/,108,-20,-1,2.2,104,25

Further entries follow:
SMILES	MEKK2mut PB1 HTS	CRFR2-BP antag	GalR3 antag	MEKK2wt PB1 HTS	DNA FID counter	NS3 helicase inh	CRFBP-R2 agonist	MEKK3 PB1 HTS	UBC9 SUMO inh
O=C(Nc1ccccc1)Nc1nncs1	1	-5	10	102	0	2	-1.8	100	16
CCN(CC)S(=O)(=O)c1cc(C(=O)OCC(=O)NC2CCCc3ccccc32)ccc1C (centres undefined)	1	19	-5	102	-27	-10	-1.3	103	-7
COc1ccc2nc(SCC(=O)N3CC(=O)Nc4ccccc43)c(C#N)cc2c1	0	-19	-3	101	-5	2	2.1	101	22
O=[N+]([O-])c1ccc(O)c(/C=N/n2cnc3ccccc32)c1	3	27	-2	95	6	2	35	100	-2
O=c1[nH]c(/C=C\c2cccc(Cl)c2)nc(O)c1[N+](=O)[O-]	5	-2	12	116	-18	36*	0.4	116	9
CN1CCN(C=NC2=NN(c3cccc(C(F)(F)F)c3)CC2)CC1	17	1	-4	112	0	16	-3.2	101	5
O=C(Cn1nc(-c2ccccc2)nc1-c1ccccc1)N1CCOCC1	3	-39	-1	108	5	-9	3.0	103	4
CC(=O)Nc1cc(C(=O)OC(C(=O)c2ccccc2)c2ccccc2)ccc1C (centres undefined)	/	-2	-3	/	-30	-16	-1.9	/	-10
OC(c1ccc(Cl)cc1)C(O)c1nc2ccccc2[nH]1 (centres undefined)	9	11	-6	105	-1	0	1.7	101	3
COc1ccc(CC(=O)NCc2ccccc2)cc1S(=O)(=O)N1CCOCC1	3	6	-4	106	-4	3	-1.1	106	4
CCOc1cccc(/C=N/N=C/c2cccc(OCC)c2O)c1O	11	1	-12	107	-9	15	-0.3	110	10
c1ccc(CN=C2Nc3ccccc3CS2)nc1	-3	10	0	101	-2	5	-2.2	106	2
CSc1ncccc1C(=O)NCC12CC3CC(CC(C3)C1)C2	-8	-7	-2	89	-21	-5	-1.7	98	6
Cc1ccc(CCNC(=O)CCS(=O)(=O)Cc2ccc(C)cc2)cc1	4	10	-3	105	-18	-6	-2.6	103	13
Cc1cc(C)nc(N2C(=O)CC(Cc3ccc(Cl)cc3)C2=O)n1 (centres undefined)	-3	3	-1	95	-7	5	-0.5	102	11
CCc1ccnc(NC(=O)Nc2ccc(OCc3ccccc3)cc2)c1	8	-15	/	104	-10	6	-0.1	104	23
O=C(c1ccccc1F)N1CCN(c2ccccc2F)CC1	-2	0	-2	95	-6	17	-1.1	99	22
COC(=O)COc1ccc(S(=O)(=O)N2CCCCCC2)cc1	6	11	-8	109	-9	12	-1.2	105	2
Cc1ccc(C(C2=C(O)CC(C)(C)CC2=O)C2C(=O)CC(C)(C)CC2=O)o1 (centres undefined)	6	-9	-1	106	-7	6	-0.2	108	32

A portion of the library, so the mix of outcomes need not match the whole.
